bIAP inhibitor = bovine intestinal alkaline phosphatase inhibitors, primary screen, selectivity assay for TNAP inhibitor project, biochemical, bovine IAP, CDP-star luminescence; 190,000 tested, under 10 active; purified bovine IAP, 30 min; alkaline phosphatase, intestinal [Bos taurus]; inhibition, % at 20 µM; AID 1019, 2008;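 active means over 50% inhibition of intestinal alkaline phosphatase at 20 µM in the single-dose screen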
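System: Purified bovine intestinal alkaline phosphatase (IAP) enzyme | Input: IAP diluted 1/65,000,000 in the well | Also added: CDP-star chemiluminescent phosphatase substrate, 30 µM final | Dosing: 20 µM single dose | Times: Enzyme reaction for 30 min at room temperature | Detection: Luminescence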
TNAP inh hiacc = human TNAP enzyme inhibitors, primary screen, biochemical, luminescent, high phosphate acceptor level, uHTS. Alkaline phosphatase, tissue-nonspecific isozyme (Homo sapiens), P05186. purified TNAP, CDP-star luminescence, 1 M DEA. inhibition, % at 20 µM. 200,000 compounds, 0.03% hits. AID 1135, 2008;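 active means over 50% inhibition of tissue-nonspecific alkaline phosphatase at 20 µM in the single-dose screen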;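 further: plate controls were DMSO wells for no effect and EDTA-quenched wells as full inhibition for full effect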
Target sequence (P05186 whole entry, looked up): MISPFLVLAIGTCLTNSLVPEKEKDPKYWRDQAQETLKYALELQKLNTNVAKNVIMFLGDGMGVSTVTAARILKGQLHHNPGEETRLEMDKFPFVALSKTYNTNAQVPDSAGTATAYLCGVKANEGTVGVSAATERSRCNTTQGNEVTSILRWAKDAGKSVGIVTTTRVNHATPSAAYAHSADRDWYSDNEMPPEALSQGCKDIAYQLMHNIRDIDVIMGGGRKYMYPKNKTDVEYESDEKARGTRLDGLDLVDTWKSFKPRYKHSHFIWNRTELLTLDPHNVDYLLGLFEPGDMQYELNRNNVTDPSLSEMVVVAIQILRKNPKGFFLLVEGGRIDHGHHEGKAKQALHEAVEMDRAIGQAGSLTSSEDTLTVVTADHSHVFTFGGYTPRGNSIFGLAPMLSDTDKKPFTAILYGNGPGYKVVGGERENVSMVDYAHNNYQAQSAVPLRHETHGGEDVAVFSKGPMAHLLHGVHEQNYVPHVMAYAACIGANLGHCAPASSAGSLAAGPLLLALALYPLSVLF
Efa HMGR inh = inhibitors of E. faecalis class II HMGR, primary screen, biochemical, Enterococcus faecalis. 190,000 compounds, 0.41% hits. inhibition, % at 10 µM. purified E. faecalis HMGR, NADPH absorbance 340 nm kinetic. HMG-CoA reductase (Enterococcus faecalis, mvaE);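 active means inhibition above a set limit, the median over all tested compounds plus 3 SD, cut at about 9.5% in these data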;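 further: enzyme runs in reverse so mevalonate oxidation gives rising NADPH absorbance; 0% = complete reaction with DMSO and 100% = background rate lacking mevalonate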
TNAP act hiacc = TNAP activators at high phosphate acceptor level, primary screen, biochemical, luminescence, uHTS | Alkaline phosphatase, tissue-nonspecific isozyme (Homo sapiens), P05186 | purified TNAP, CDP-star luminescence, 1 M DEA, 30 min; stronger effect = higher value; 0 = EDTA background, 1 = DMSO-only activity | activation factor at 20 µM | 200,000 tested, under 10 active | AID 1136, 2008;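 active means activation factor at least 2 at 20 µM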
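Test system – human TNAP · Doses – 20 µM single point · Incubation – 30 min, room temperature · Signal – luminescent substrate turnover signal · Read-out basis – activation factor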
PPARg SRC3 recr = PPARgamma agonists recruiting SRC-3 coactivator, primary screen, biochemical. Peroxisome proliferator-activated receptor gamma (Homo sapiens), P37231. biochemical PPARgamma/SRC-3 coactivator recruitment assay. activation, % at 8 µM. 200,000 compounds, 0.26% hits. AID 731, 2007; in the data active means activation above about 23%;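 further: 0% = DMSO and 100% = reference agonist; some compounds past the cut are filed as inactive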
Target sequence (P37231 whole entry, looked up): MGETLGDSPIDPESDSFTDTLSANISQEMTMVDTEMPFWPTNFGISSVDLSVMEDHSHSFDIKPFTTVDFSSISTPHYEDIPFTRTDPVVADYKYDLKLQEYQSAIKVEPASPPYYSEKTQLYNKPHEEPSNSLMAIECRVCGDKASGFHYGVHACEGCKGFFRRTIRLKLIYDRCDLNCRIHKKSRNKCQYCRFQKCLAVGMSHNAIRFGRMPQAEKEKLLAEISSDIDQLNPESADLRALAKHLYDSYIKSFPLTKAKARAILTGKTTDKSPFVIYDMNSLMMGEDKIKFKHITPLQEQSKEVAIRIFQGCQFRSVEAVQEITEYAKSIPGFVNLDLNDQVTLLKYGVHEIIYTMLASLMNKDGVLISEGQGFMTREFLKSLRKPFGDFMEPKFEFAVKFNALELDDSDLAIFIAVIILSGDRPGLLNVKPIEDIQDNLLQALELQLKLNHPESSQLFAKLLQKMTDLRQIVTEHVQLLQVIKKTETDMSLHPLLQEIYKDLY
PPARg SRC1 recr = PPARgamma agonists recruiting SRC-1 coactivator, primary screen, biochemical; 200,000 compounds, 0.41% hits; PPARgamma-SRC-1 coactivator recruitment biochemical assay; activation, % at 8 µM; in the data active means activation above about 19%;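 further: 0% = DMSO and 100% = reference agonist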
bIAP activator = bovine intestinal alkaline phosphatase activators, primary screen, biochemical, bovine IAP, CDP-star luminescence; purified bovine IAP, 30 min; stronger effect = higher value; fold of DMSO-control signal, blank-subtracted; alkaline phosphatase, intestinal [Bos taurus]; 200,000 compounds, 0.17% hits; activation factor at 20 µM; AID 1016, 2008;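 active means activation factor of 2 or more at 20 µM, a signal rise over negative controls twice the positive control's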
PPARg SRC-2 ag = agonists of PPARg-SRC-2 recruitment, primary screen, biochemical, HTS. Peroxisome proliferator-activated receptor gamma (Homo sapiens), P37231. activation, % at 8 µM. AID 1032, 2008. 200,000 compounds, 0.34% hits. PPARgamma LBD-SRC-2 recruitment; in the data active means activation above about 22%;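 further: 0% = vehicle and 100% = reference agonist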
SRC2 TRFRET art = TR-FRET signal artefacts, primary screen, artefact control for PPARgamma SRC-2 agonist project, biochemical; 200,000 compounds, 0.4% hits; AID 1049, 2008; TR-FRET ratio at 8 µM; TR-FRET artefact counter-screen; stronger effect = higher value; in the data active means TR-FRET ratio above about 2000; further: inactives centre near 1500
TNAP inh no acc = human TNAP enzyme inhibitors, primary screen, biochemical, luminescent, no phosphate acceptor, uHTS | Alkaline phosphatase, tissue-nonspecific isozyme (Homo sapiens), P05186 | purified TNAP, CDP-star luminescence, 30 min | inhibition, % at 20 µM | 200,000 compounds, 0.26% hits | AID 1012, 2008;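 active means tissue-nonspecific alkaline phosphatase inhibition above about 50% at 20 µM in the single-dose screen, limit read from the data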;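 further: 0% = DMSO negative control and 100% = EDTA positive control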
An asterisk follows results filed as active; / = no result given.

1. COCC1CCCN(Cc2cn[nH]c2-c2cc3ccccc3o2)C1 (stereo not given)
2. COc1cc(-n2c(-c3ccccc3)n[nH]c2=S)c(OC)cc1Cl
3. COc1cccc(-n2nnnc2SCC(=O)NCCc2ccc(OC)c(OC)c2)c1
4. S=C(Nc1ccccc1)N1CCn2c(nc3ccccc32)C1
5. OCc1nnc2c3ccccc3c(-c3ccccc3)nn12
6. Cc1ccc(C(=O)Nc2cc(C(F)(F)F)ccc2N2CCCCC2)cc1[N+](=O)[O-]
7. CC(=O)Nc1ccc(N2CCCC(C)C2)c([N+](=O)[O-])c1 (stereo not given)
8. Cc1cc(C(=O)NC(CC(C)C)C(=O)O)cc(C)c1[N+](=O)[O-] (stereo not given)
Assay by compound	1	2	3	4	5	6	7	8
bIAP inhibitor	-23	4	0	6	12	17	17	0
TNAP inh hiacc	-5	0	-6	-2	-1	0	1	-1
Efa HMGR inh	-2	0	-1	8	-8	2	-2	0
TNAP act hiacc	1.1	1	1.1	1	1	1	1	1
PPARg SRC3 recr	-2	5	1	5	-2	5	-3	-3
PPARg SRC1 recr	4	1	-8	2	-2	2	-2	-4
bIAP activator	1.2	1	1	0.9	0.9	0.8	0.8	1
PPARg SRC-2 ag	1	4	2	5	1	1	10	5
SRC2 TRFRET art	1686	1585	1678	1474	1418	1742	1505	1548
TNAP inh no acc	-29	-10	-9	-2	-2	-1	-4	-3

Laid out differently: entries from further up.
2: COc1cc(-n2c(-c3ccccc3)n[nH]c2=S)c(OC)cc1Cl
  bIAP inhibitor: 4
  TNAP inh hiacc: 0
  Efa HMGR inh: 0
  TNAP act hiacc: 1
  PPARg SRC3 recr: 5
  PPARg SRC1 recr: 1
  bIAP activator: 1
  PPARg SRC-2 ag: 4
  SRC2 TRFRET art: 1585
  TNAP inh no acc: -10

3: COc1cccc(-n2nnnc2SCC(=O)NCCc2ccc(OC)c(OC)c2)c1
  bIAP inhibitor: 0
  TNAP inh hiacc: -6
  Efa HMGR inh: -1
  TNAP act hiacc: 1.1
  PPARg SRC3 recr: 1
  PPARg SRC1 recr: -8
  bIAP activator: 1
  PPARg SRC-2 ag: 2
  SRC2 TRFRET art: 1678
  TNAP inh no acc: -9

4: S=C(Nc1ccccc1)N1CCn2c(nc3ccccc32)C1
  bIAP inhibitor: 6
  TNAP inh hiacc: -2
  Efa HMGR inh: 8
  TNAP act hiacc: 1
  PPARg SRC3 recr: 5
  PPARg SRC1 recr: 2
  bIAP activator: 0.9
  PPARg SRC-2 ag: 5
  SRC2 TRFRET art: 1474
  TNAP inh no acc: -2

Following part.
9. COc1cc([N+](=O)[O-])ccc1NC(=O)C[n+]1ccccc1
10. CCCCOc1ccc(S(=O)(=O)NCc2csc(C)n2)cc1
11. O=C(NN1C(=O)C2C(c3ccccc3)C=CC(c3ccccc3)C2C1=O)c1cccc(Br)c1 (stereo not given)
12. COc1ccccc1-c1c(C)oc2cc(OC(=O)c3ccco3)ccc2c1=O
13. CCC(Sc1nnc(C)s1)C(=O)Nc1nccs1 (stereo not given)
14. COc1cc2c(cc1NC(=O)c1cccc(F)c1)CCCC2
15. COc1cccc(NC(=O)c2ccc(-n3cccn3)nc2)c1
16. CCOC(=O)C1=C(C)NC(C)=C(C(=O)OCC)C1C(=O)OCC(=O)N1CCC(C)CC1
Assay by compound	9	10	11	12	13	14	15	16
bIAP inhibitor	15	13	7	8	-3	-32	2	-10
TNAP inh hiacc	2	-2	-1	-3	-3	-1	-4	-4
Efa HMGR inh	-2	-3	-6	-13	-2	-6	-3	-2
TNAP act hiacc	1	1	1	1	1	1	1	1
PPARg SRC3 recr	1	14	0	6	6	1	10	-5
PPARg SRC1 recr	0	-4	-1	10	7	12	-3	-1
bIAP activator	0.9	0.9	0.9	0.9	1	1.3	1	1.1
PPARg SRC-2 ag	0	7	0	4	1	2	-1	-4
SRC2 TRFRET art	1452	1662	1605	1358	1740	1633	1400	1272
TNAP inh no acc	-6	-11	-5	0	-8	-10	-7	-9

17. CCOC(=O)c1[nH]c2ccc(OC)cc2c1C
18. C/C(=N/OCO/N=C(\C)c1ccccc1)c1ccccc1
19. CN(C)c1ccc(/C=C2\NC(=S)N(Cc3ccccc3)C2=O)cc1
20. COc1ccc(C(=O)Nc2ccc3c(c2)OCCO3)cc1[N+](=O)[O-]
21. Cc1ccc(NC2=C(Cl)C(=O)OC2OC(=O)c2ccccc2C)cc1 (stereo not given)
22. CCOc1ncccc1C(=O)OCc1ccc(Cl)cc1
23. O=c1cnnc(Nc2ccccc2F)[nH]1
24. Clc1ccccc1CNCc1ccncc1
Assay by compound	17	18	19	20	21	22	23	24
bIAP inhibitor	9	1	45	-8	48	12	-15	-3
TNAP inh hiacc	2	-2	30	-3	-2	-2	-2	-2
Efa HMGR inh	3	1	-4	-5	0	-3	-3	-2
TNAP act hiacc	1	1	0.7	1	1	1	1	1
PPARg SRC3 recr	13	2	-5	3	3	3	-4	-1
PPARg SRC1 recr	-4	-7	5	15	-1	-1	0	8
bIAP activator	0.9	1	0.6	1.1	0.5	0.9	1.1	1
PPARg SRC-2 ag	-6	-2	-6	13	-7	1	6	8
SRC2 TRFRET art	1605	1665	1556	1403	1425	1753	1445	1712
TNAP inh no acc	-4	2	41	-16	-6	-11	-8	-13

2 records picked at random from those above, as already listed:
18. C/C(=N/OCO/N=C(\C)c1ccccc1)c1ccccc1
23. O=c1cnnc(Nc2ccccc2F)[nH]1
Assay by compound	18	23
bIAP inhibitor	1	-15
TNAP inh hiacc	-2	-2
Efa HMGR inh	1	-3
TNAP act hiacc	1	1
PPARg SRC3 recr	2	-4
PPARg SRC1 recr	-7	0
bIAP activator	1	1.1
PPARg SRC-2 ag	-2	6
SRC2 TRFRET art	1665	1445
TNAP inh no acc	2	-8

(more compounds)
25. CCOC(=O)C1(Cc2cccc(OC)c2)CCN(Cc2cccc(O)c2)CC1
26. CC(C)C(NC(=O)c1c(F)cccc1F)C(=O)NCC(c1ccccc1)N(C)C (stereo not given)
27. CSc1ccc(S(=O)(=O)Nc2ccc(N3CCOCC3)c(Cl)c2)cc1
28. Cc1nn(-c2ccc(F)cc2)c(C)c1CN1CCN(CCc2ccccc2)C(CCO)C1 (stereo not given)
29. C=C1CC(C(=O)N/N=C/c2ccc(O)cc2)C1
30. Cc1cc(C)c(S(=O)(=O)n2c([N+](=O)[O-])cnc2C)c(C)c1
31. CCOC(=O)Cc1csc(NC(=S)NC(=O)CC(C)C)n1
32. COc1ccc(NC(=O)c2ccc(C(=O)Nc3ccc(OC)cc3OC)cc2)c(OC)c1
Assay by compound	25	26	27	28	29	30	31	32
bIAP inhibitor	-9	4	-3	-1	14	-1	8	10
TNAP inh hiacc	-4	-4	-2	-2	-1	0	-6	2
Efa HMGR inh	1	-4	-7	6	1	-6	-3	-2
TNAP act hiacc	1	1	1	1	1	1	1.1	1
PPARg SRC3 recr	-1	2	9	-5	5	6	2	1
PPARg SRC1 recr	2	1	8	-4	8	4	-5	-4
bIAP activator	1.1	1	1	1	0.9	1	0.9	0.9
PPARg SRC-2 ag	7	2	6	2	5	5	-6	-5
SRC2 TRFRET art	1480	1522	1508	1590	1652	1472	1307	1384
TNAP inh no acc	-1	-17	-8	-4	-7	-6	7	-6

33. N#CC1=C2SCCN2C(=O)C(C#N)C12CCCCC2 (stereo not given)
34. CCOC(=O)c1ccc(NCc2ccc3c(c2)OCO3)cc1
35. O=C(NCCN1CCOCC1)C(=O)NCc1ccc2c(c1)OCO2
36. O=C(CCc1nc(-c2ccccc2F)no1)NCCN1CCc2ccccc2C1
37. CCOC(=O)c1c(C(C)(C)C)oc2ccc(OCC#N)cc12
38. Cc1ccccc1-n1c(SCC(=O)NC(N)=O)nc2sc(-c3ccccc3)cc2c1=O
39. O=C1C=C(NCc2ccncc2)CC(c2ccccc2)C1 (stereo not given)
40. CCOc1c(/C=C(\C#N)C(N)=O)c2ccccc2n1CC
Assay by compound	33	34	35	36	37	38	39	40
bIAP inhibitor	-3	5	7	-4	9	-4	4	-1
TNAP inh hiacc	-4	-7	-1	-10	-6	2	-12	1
Efa HMGR inh	3	-2	-4	-5	-10	-5	1	-1
TNAP act hiacc	1	1.1	1	1.1	1.1	1	1.1	1
PPARg SRC3 recr	-1	9	2	-9	-5	10	3	0
PPARg SRC1 recr	5	4	6	3	7	2	-6	-6
bIAP activator	1	1	0.9	1	0.9	1	1	1
PPARg SRC-2 ag	0	10	3	-2	3	1	9	11
SRC2 TRFRET art	1584	1445	1698	1210	1551	1623	1561	1590
TNAP inh no acc	-11	3	-4	-14	-9	0	-16	-8

41. Nc1c(Cl)cc2c(c1Oc1ccccc1)C(=O)c1ccccc1C2=O
42. O=C(CNC1=NCCC1)c1ccc(Cl)cc1
43. CCCOc1ccc(N2C(=O)CC(SCCN)C2=O)cc1 (stereo not given)
44. Cc1nnc(N/N=C/c2cc(C)n(-c3ccc(F)cc3)c2C)n1N
45. COc1cc(/C=C/C(=O)NCCn2c(C)cc3ccccc32)cc(OC)c1OC
46. O=C(Nc1nc(-c2ccccc2)cs1)C1COc2ccccc2O1 (stereo not given)
47. c1ccc2c(c1)ncn2CCn1cnc2ccccc21
48. OC(COCc1ccc2c(c1)OCO2)CN1CCC(Cc2ccccc2)CC1 (stereo not given)
Assay by compound	41	42	43	44	45	46	47	48
bIAP inhibitor	7	-2	-4	6	19	8	-2	-11
TNAP inh hiacc	17	4	-8	-4	-6	-5	-4	-6
Efa HMGR inh	-5	0	0	5	5	1	-1	-3
TNAP act hiacc	0.8	1	1.1	1	1.1	1.1	1	1.1
PPARg SRC3 recr	-5	2	4	3	2	-3	-5	3
PPARg SRC1 recr	-2	2	2	6	3	-3	-6	-3
bIAP activator	0.9	1	1	0.9	0.8	0.9	1	1.1
PPARg SRC-2 ag	1	3	4	1	-4	6	0	3
SRC2 TRFRET art	1500	1548	1802	1665	1393	1578	1362	1439
TNAP inh no acc	6	0	1	-105	-4	-1	-4	-12

49. O=C(CC(=O)c1cc(Cl)ccc1O)c1ccccc1
50. O=C(CSc1nncs1)Nc1ccc(Cl)cn1
51. Cc1cccc(Nc2ncnc3c2cnn3C)c1
52. CCN(C(=O)c1cccs1)c1nnc(-c2ccncc2)s1
53. COc1ccc2c(c1)CCCC21SC(NC(C)=O)=NN1C(C)=O (stereo not given)
Assay by compound	49	50	51	52	53
bIAP inhibitor	13	/	-6	8	1
TNAP inh hiacc	4	2	-4	-5	-6
Efa HMGR inh	-1	6	3	0	-4
TNAP act hiacc	1	1	1	1.1	1.1
PPARg SRC3 recr	2	1	4	-12	-3
PPARg SRC1 recr	0	4	-4	4	1
bIAP activator	0.9	0.3	1.1	0.9	1
PPARg SRC-2 ag	4	7	3	-8	0
SRC2 TRFRET art	1729	1615	1372	1480	1452
TNAP inh no acc	-8	1	-8	-14	-17
